UDG counter – Primary qHTS assay for inhibitors of Activation Induced Cytidine Deaminase (AID): UDG Counterscreen signal. Uracil-DNA glycosylase. 0.14% of 91,000 active. AID 1347430, 2020. Potency, µM (series often up to 115 µM), for inactives: at the top dose activity change, negative = inhibition, actives largely listed as inhibitors. FRET deamination/UDG coupled assay, UDG read, 4 h; further: nearly all actives have a fitted effect of over 65% in size
AID inhibitor – Primary qHTS assay for inhibitors of Activation Induced Cytidine Deaminase (AID): AID signal | Single-stranded DNA cytosine deaminase (Homo sapiens), Q9GZX7 | AID deamination FRET fluorescence, UDG-coupled, 4 h | Potency, µM (highest dose often 115 µM), inactives show top-dose activity change, negative = inhibition, usual class: inhibitors | 0.32% of 91,000 active | AID 1347428, 2020; further: nearly all actives have a fitted effect of over 25% in size
Target sequence (Q9GZX7 whole entry, looked up): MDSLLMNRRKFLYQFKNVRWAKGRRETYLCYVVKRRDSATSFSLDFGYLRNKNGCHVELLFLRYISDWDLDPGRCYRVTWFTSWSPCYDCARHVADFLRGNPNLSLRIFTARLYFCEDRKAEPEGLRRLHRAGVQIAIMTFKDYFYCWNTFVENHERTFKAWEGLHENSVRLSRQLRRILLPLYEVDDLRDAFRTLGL
The depositor's hits bear a star; u = inconclusive; [ ] = another dose, or the depositor's remark. The call rests on the fitted dose curve; in most records, active means well fitted curve in the direction sought with a large enough effect; inconclusive means small, poorly fitted or top-dose-only effect, or another doubt; inactive means no such curve, though single readings can be large; an effect the other way counts as inactive or inconclusive. On the % scale 0 is the no-effect control and ±100 the full control effect; potency means the concentration at half of the fitted maximal effect. A portion of the library. The share of hits here may be higher or lower than overall.

SMILES | UDG counter | AID inhibitor
O=C1CSC(c2cccc(C(F)(F)F)c2)N1c1cccc(F)c1 (configuration not stated) | 2% | -3%
CSc1ccc(CN(C)C(=O)/C=C/c2cccs2)cc1 | 5% | -7%
COc1cc(C2C(C#N)=C(N)Oc3n[nH]c(C)c32)cc(Br)c1OCc1ccccc1 (configuration not stated) | -7% | 5%
Cc1ccn2c(Nc3ccccc3C)c(-c3cccnc3)nc2c1 | -6% | -30%
Cc1ccccc1-n1c(=O)c2ccccc2n(Cc2ccc(F)cc2)c1=O | -10% | u
Cc1nn(C(C)C)c(C)c1N | 8% | 8%
COc1ccc(CNC(=O)C2CCN(c3nnc(-n4cccc4CNc4ccc(C)cc4)s3)CC2)c(OC)c1 | -10% | -2%
CCCCSc1ncnc2c1c(-c1ccccc1)cn2-c1cccc(F)c1 | -13% | 13%
Cc1ccsc1/C=C/C1=Cc2c(sc(N)c2C#N)C(C)(C)C1 | 0% | 19%
COCCCn1c(C)cc(C(=O)CN2C(=O)NC(Cc3c[nH]c4ccccc34)C2=O)c1C (configuration not stated) | 1% | 3%
Cc1cccc(/C=C/C(=O)c2cc3ccccc3o2)c1 | -3% | -21%
Cc1cc(C(=O)Nc2ccc(C(C)C)cc2)c2c(C)nn(-c3ccccc3)c2n1 | 17% | 2%
Cc1ccc(OCC(=O)NNC(=S)NC(=O)COc2ccccc2)cc1 | 7% | 3%
O=C(COc1coc(CN2CCCCC2)cc1=O)NCc1ccccc1F | -4% | -6%
COc1ccc(Cl)cc1S(=O)(=O)N1CCN(CC(=O)Nc2ccccc2C(F)(F)F)CC1 | -7% | -5%
Nc1ccccc1OCc1cccnc1 | 1% | 53%[activator]
C=CCN(Cc1ccc(F)cc1)C1CCCC1 | 2% | 5%
COc1ccc(C2C(=O)N(C3CCCCCC3)CC(=O)N2CCc2ccccc2)cc1 (configuration not stated) | -8%[57.5 µM] | 11%
CCOc1c(Br)cc(/C=C/C(=O)c2ccccc2)cc1OC | -13% | -24%
CCC(=O)NC(c1ccc(OC)c(OC)c1)c1nccc2cc(OC)c(OC)cc12 (configuration not stated) | -2% | 48%[activator]
CCS(=O)(=O)Nc1ccc(C2=NN(C(=O)c3ccco3)C(c3ccc(OC)cc3)C2)cc1 (configuration not stated) | -9% | -18%
Cc1cccc(C(=O)Nc2ccc3nc(SCc4ccc(I)cc4)sc3c2)c1 | 1% | 0%
CC(=O)NCc1ccc(C(=O)NCC2(c3ccccc3)CCCCC2)cc1 | -3% | -5%
COc1cccc(CN2CCC(C(O)(c3ccccc3)c3ccccc3)CC2)c1OC | -7% | -15%
CC1Cc2ccccc2N1C(=O)c1nn(C(C)C)c(=O)c2ccccc12 (configuration not stated) | 0% | -6%
Cc1csc(SCc2cc(=O)oc3cc4c(cc23)CCC4)n1 | -3% | 3%
COc1ccc(-c2nc(C)c(CCNC(=O)c3c(F)cccc3F)s2)cc1 | 10% | -9%
Cc1ccc(NC(=O)C(=O)NCC(c2cccnc2)N2CCOCC2)cc1C (configuration not stated) | 4% | 1%
C=CCN(C(=O)CN1CCC(CN2CCOCC2)CC1)c1ccccc1 | 6% | 6%
CCn1c(SCC(=O)c2ccc[nH]2)nnc1-c1ccccc1 | -6% | -5%
CN(CCS(=O)c1ccccc1)Cc1ccc2c(c1)OCCO2 (configuration not stated) | 10% | -1%
O=C(/C=C/c1ccc2ccccc2c1)c1ccccc1 | -7% | -5%
O=c1ccc(-c2ccccc2)nn1Cc1ccc(F)cc1Cl | -7% | u
CCCCCCCCCCOC(=O)CSC(=S)N(C)C | 3% | -8%
COC(=O)c1cccc(COc2ccc(Cl)cc2Cl)c1 | -4% | -5%
CC(C)(C)CC(C)(C)NCc1ccc(C(=O)O)cc1 | 1% | 3%
Cc1ccc(NC(=O)CSc2nc3n[nH]c(C)c3c(=N)n2-c2cccc(C)c2)cc1 | -5%[57.5 µM] | 3%
COc1ccc(C(=O)ON=C2CCCCC2)cc1I | 9% | u
O=C(O)CCC(=O)N1N=C(c2ccc(F)cc2)CC1c1ccc2nccnc2c1 (configuration not stated) | 3% | 0%
Cc1cccc(C)c1NC(=O)C1CCCN1S(=O)(=O)c1cccc2nsnc12 (configuration not stated) | 8%[57.5 µM] | 67%[activator][57.5 µM]
COc1cc(Br)c(C#N)cc1OC | 4% | 2%
CC(=O)c1ccc(-n2cc(-c3ccccc3)cc2-c2ccccc2)cc1 | -7% | 6%
Cc1ccc(SCC(=O)NC2(C#N)CCCCCC2)nc1 | -3% | -6%
O=C(OCC(=O)N1CCOCC1)c1ccccc1-c1nc2ccccc2s1 | 4% | 2%
COc1ccccc1-c1nn2c(=O)cc(CN3CCN(C(=O)Nc4ccc(C)cc4Cl)CC3)nc2s1 | -20% | 138%[activator]
CCCN(CCC)CC(O)Cn1cc(/C=C/C(=O)c2ccc(OC)cc2)c2ccccc21 (configuration not stated) | -21% | u
c1cc(-c2cn[nH]c2)ccn1 | -2% | -4%
CCc1ccc2c(CN3CCN(Cc4ccccc4)CC3)cc(=O)oc2c1 | -11% | -29%
Cc1cccc(C)c1NC(=O)COC(=O)CC1Sc2ccccc2NC1=O (configuration not stated) | -2% | 4%
Fc1cccc(-c2nn3c(CN4CCOCC4)nnc3s2)c1 | 5% | 4%
CC/C=C(/C)C(=O)N1CCCC(C(=O)NCC2CC2)C1 (configuration not stated) | -2% | -5%
O=C1CCCC2=C1C(c1cccc(OCc3ccc(Cl)cc3)c1)C1=C(CCCC1=O)O2 | -6% | -9%
N#CCOc1ccc(COc2cccc(C#N)c2)cc1 | -10% | -8%
CC(=O)c1cc(Cl)c(C)cc1O | -7% | -1%
CCC1CN(C(=O)N2CCC(C(=O)NCCN(CC)CC)CC2)c2ccccc2O1 (configuration not stated) | -7%[57.5 µM] | 4%
Fc1ccccc1CNCCOc1ccccn1 | -5% | -1%
COc1ccccc1-c1csc(N2N=C(C)CC2c2cc(OC)c(OC)c(OC)c2)n1 (configuration not stated) | 0% | -28%
Oc1ccc(C=Nc2cccc3ccccc23)cc1 | -7% | 28%
Cc1cccc(CSc2nc(-c3cccs3)ccc2C#N)c1 | u | -18%
Nc1nc(-c2ccc(Cl)cc2)nn1C(=O)c1ccc(Cl)cc1 | 13% | 9%
Next part
SMILES | UDG counter | AID inhibitor
Cc1cc(=O)oc2cc(OCC(=O)NC(C)(C)C)ccc12 | 4% | -8%
O=C(NC(=O)c1ccc(F)cc1)Nc1ccc(-c2cc(C(F)(F)F)nn2-c2ccccc2)cc1 | u | 0%
COc1cccc(CNC(=O)COc2cc(O)c3c(=O)cc(-c4ccccc4)oc3c2)c1 | -2% | 3%
CCS(=O)(=O)N1CCc2cc(C(=O)NCc3ccccc3)ccc21 | -23% | -1%
Cc1cc(C)c(Cn2c3ccccc3c3cnn(CC(=O)NCCc4ccccc4)c(=O)c32)c(C)c1 | -3% | 1%
CCC(=O)Nc1sc2c(c1C#N)CC(C)CC2 (configuration not stated) | -3% | -1%
COc1ccc(-c2nnc(SCC(=O)Nc3ccc(Cl)cc3)s2)cc1 | -1% | 11%
CC(C)CCC(C)NC(=O)Cc1coc(-c2ccccc2)n1 (configuration not stated) | 5% | -5%
O=C(CC(c1ccccc1)c1ccccc1)Oc1cc(Cl)ccc1Cl | 4% | 1%
CCn1c2c(c(=O)n3ncc(C(=O)N4CCN(c5ccc(Cl)cc5)CC4)c13)CN(Cc1ccc(OC)cc1)CC2 | -24% | -7%
Cc1nc(C)c(C(=O)O)cc1C(=O)O | -2% | -2%
Cc1ccc(C(=O)C(Sc2ncc(C(F)(F)F)cc2Cl)c2ccc(C)cc2)cc1 (configuration not stated) | -6% | -6%
CCOC(=O)c1cnc2ccc(OC)cc2c1Nc1ccc(OCc2ccccc2Cl)cc1 | u | u
COc1cc(NC(=O)C2CCN(c3nnc(C)c4c(C)n(-c5ccccc5)nc34)CC2)cc(OC)c1 | -25% | 10%
Fc1ccc(CNCCN2CCCC2)c(F)c1 | -10% | -2%
O=C(Nc1ccc(Cl)c(C(F)(F)F)c1)c1ccc(Cl)cc1Cl | 2% | 1%
COc1cccc(Cn2c(CNC(=O)c3cc([N+](=O)[O-])ccc3Cl)nc3cccnc32)c1 | -4% | 4%
CN(Cc1ccc(C(C)(C)C)cc1)C(=O)C1CCN(C(=O)/C=C/c2ccccc2)CC1 | 2% | -25%
COC(=O)CNC(=O)c1cccc(C)c1 | 5% | 2%
CCCc1cc(=O)[nH]c(SCc2nc(-c3ccccc3F)no2)n1 | 8% | -12%

The final 3 compounds of the part before come first, to join the parts.
SMILES | UDG counter | AID inhibitor
CN(Cc1ccc(C(C)(C)C)cc1)C(=O)C1CCN(C(=O)/C=C/c2ccccc2)CC1 | 2% | -25%
COC(=O)CNC(=O)c1cccc(C)c1 | 5% | 2%
CCCc1cc(=O)[nH]c(SCc2nc(-c3ccccc3F)no2)n1 | 8% | -12%
Cn1nc(C(=O)N2CCOCC2)cc1C(=O)Nc1cccc(F)c1 | -2% | 5%
CCCNC(=O)COC(=O)c1c[nH]c2ccccc12 | 8% | 5%
CC(C)OC(=O)c1ccc(Cn2nnc3sc4c(c3c2=O)CCCC4)cc1 | -5% | -21%
Cc1cc(C)cc(NC(=O)CCc2c(C)nn(-c3ccc(N4CCCC4)nn3)c2C)c1 | 4%[57.5 µM] | -17%
O=C(CCCCl)Nc1ncc(Cc2cccc(Cl)c2)s1 | 6% | -6%
COc1ccc(-c2nc3ccccc3c(C)c2CC(=O)O)cc1OC | -1% | 5%
Cc1ccccc1Cn1c2ccccc2c2cnn(CC(=O)N3CCC(C)CC3)c(=O)c21 | -16%[57.5 µM] | u
COc1ccc(C(=O)NCC(c2ccc(N(C)C)cc2)N2CCCC2)c(OC)c1 (configuration not stated) | -3% | u
CC(C)OCc1cccc(CNC(=O)C2CCCC2)c1 | -4% | -6%
O=C(NCCc1ccccc1)c1cc(-c2ccc(Cl)c(Cl)c2)on1 | 25% | 9%
CCOC(=O)c1nnn(CC(=O)NC(=O)Nc2ccccc2F)c1C(=O)OCC | 37%[activator] | 14%
CCCCNc1nc2c(S(=O)(=O)c3ccc(C)cc3)nnn2c2ccsc12 | 0% | 2%
OC(CC#CCN1CCCCCC1)(c1ccccc1)c1ccccc1 | -1% | -4%
COc1ccc(-c2nc(Nc3cc(F)ccc3F)c3ccccc3n2)cc1 | -3% | 11%
COC(=O)c1c(SC)nc2ccccc2c1OCc1ccc(Cl)cc1 | -29% | -9%
CCOC(=O)C1CCCN(C(=O)Cn2ncc3c4ccccc4n(Cc4ccccc4)c3c2=O)C1 (configuration not stated) | -16%[57.5 µM] | -6%
CCCCOC(=O)c1ccc(Nc2ncnc3[nH]ncc23)cc1 | -12% | 16%
CCN(CC)CCCNC(=O)CN1N=C(c2ccc(OC)cc2)CCC1=O | 0%[57.5 µM] | 6%
COc1ccc(Br)cc1CN1C(=O)c2ccccc2C1C(=O)NC1CCCCCC1 (configuration not stated) | 9%[57.5 µM] | 9%
O=C(CN1CCSc2ccccc21)N1CCN(c2ccc(F)cc2)CC1 | -9% | 14%
CN(C)c1cccc(C(=O)Nc2ccc(Nc3ccccc3)cc2)c1 | -9% | -12%
O=C(CC1N=C2c3ccccc3N=C(SCC(=O)Nc3cccc(C(F)(F)F)c3)N2C1=O)NCc1cccs1 (configuration not stated) | -5% | u
CCN1CCN(c2oc(-c3ccc(OC)c(OC)c3)nc2C#N)CC1 | -6% | -6%
O=C(CSc1ncc(-c2ccccc2)[nH]1)Nc1cccc(Br)c1 | -8% | -6%
CC(C)c1ccc2oc(-c3ccc(NC(=O)c4ccc([N+](=O)[O-])o4)cc3)nc2c1 | 24% | -8%
CC(=O)c1ccc(OCc2ccccc2C)cc1 | -19% | -13%
Cc1ccc(N(CC(=O)NCc2ccc(F)cc2)S(=O)(=O)c2c(C)nn(C)c2C)cc1 | -6% | -14%
CN(C(=O)c1cc2cccc([N+](=O)[O-])c2[nH]1)C1CCCCC1 | 6% | 9%
O=C(c1ccco1)N1N=C(c2ccc(Br)cc2)CC1c1ccc2nccnc2c1 (configuration not stated) | -18% | u
Cc1cc2cc(N)ccc2[nH]1 | -23% | 13%
COc1ccc(C(=O)N(c2ccc(C)cc2)S(=O)(=O)c2ccc(C)cc2)cc1 | -9% | -8%
COc1ccc(S(=O)(=O)N(CCc2ccccc2)CC(=O)Nc2cc(C)cc(C)c2)cc1OC | u | -24%

Of the compounds above, 13 have an aryl thioether with sulfur outside any ring.
SMILES | UDG counter | AID inhibitor
CSc1ccc(CN(C)C(=O)/C=C/c2cccs2)cc1 | 5% | -7%
CCCCSc1ncnc2c1c(-c1ccccc1)cn2-c1cccc(F)c1 | -13% | 13%
Cc1cccc(C(=O)Nc2ccc3nc(SCc4ccc(I)cc4)sc3c2)c1 | 1% | 0%
Cc1csc(SCc2cc(=O)oc3cc4c(cc23)CCC4)n1 | -3% | 3%
CCn1c(SCC(=O)c2ccc[nH]2)nnc1-c1ccccc1 | -6% | -5%
Cc1ccc(NC(=O)CSc2nc3n[nH]c(C)c3c(=N)n2-c2cccc(C)c2)cc1 | -5%[57.5 µM] | 3%
Cc1ccc(SCC(=O)NC2(C#N)CCCCCC2)nc1 | -3% | -6%
Cc1cccc(CSc2nc(-c3cccs3)ccc2C#N)c1 | u | -18%
COc1ccc(-c2nnc(SCC(=O)Nc3ccc(Cl)cc3)s2)cc1 | -1% | 11%
Cc1ccc(C(=O)C(Sc2ncc(C(F)(F)F)cc2Cl)c2ccc(C)cc2)cc1 (configuration not stated) | -6% | -6%
CCCc1cc(=O)[nH]c(SCc2nc(-c3ccccc3F)no2)n1 | 8% | -12%
COC(=O)c1c(SC)nc2ccccc2c1OCc1ccc(Cl)cc1 | -29% | -9%
O=C(CSc1ncc(-c2ccccc2)[nH]1)Nc1cccc(Br)c1 | -8% | -6%
